# Bioassay records deposited in PubChem by National Center for Advancing Translational Sciences (NCATS).
# KDM5B inh – blocks human KDM5B histone demethylase activity. hit rate 2.6% among 220,000. AID 1347165. KDM5B demethylase, FDH-coupled NADH fluorescence (FDH is formaldehyde dehydrogenase). Q9UGL1. Potency, µM (top dose mostly 57.7 µM), for inactives: top-dose activity change, negative = inhibition, usual class: inhibitors; active = well fitted inhibition curve with a large enough effect; inconclusive = small, poorly fitted or top-dose-only effect; inactive = no such curve, though single readings can be large or run the other way; also: 0% is about no effect; nearly all actives have a fitted effect of over 70% in size
#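 qHTS format, multiple compound concentrations. Buffer 50 mM HEPES pH 7.5/0.01% Tween-20; 200 nM KDM5BΔAP final; 10 min compound preincubation; substrate-mix levels 12.5 µM peptide, 25 µM α-KG, 0.25 mM NAD⁺; 30 min RT; ΔRFU.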
# Starred values were filed as active, the others as inactive; ? = inconclusive; [ ] = another dose, or the depositor's remark. Potency is read from the fitted curve at half-maximal effect. A portion of the library; rates above refer to the full screens.
# Start of the data: the first five records, ahead of the listing:
SMILES,KDM5B inh
Cc1nc(-c2cccc(Cl)c2)n(CC(=O)NC(C)C)c(=O)c1CCO,-10.6%
C[C@H](NC(=O)CCn1ccc2ccc(F)cc21)C(=O)O,13.9%
CSCCC(=O)N1CCc2c(ncnc2N2CCOCC2)C1,3.4%
O=C(O)c1cnc(N2CCCCC2)nc1-c1ccncc1,-16.8%
CNC(=O)[C@@H]1C[C@H](Oc2ccccc2)CN1C(=O)CCCc1c[nH]c2ccccc12,4.4%

# Results, from the first entry:
SMILES,KDM5B inh
Cc1nc(-c2cccc(Cl)c2)n(CC(=O)NC(C)C)c(=O)c1CCO,-10.6%
C[C@H](NC(=O)CCn1ccc2ccc(F)cc21)C(=O)O,13.9%
CSCCC(=O)N1CCc2c(ncnc2N2CCOCC2)C1,3.4%
O=C(O)c1cnc(N2CCCCC2)nc1-c1ccncc1,-16.8%
CNC(=O)[C@@H]1C[C@H](Oc2ccccc2)CN1C(=O)CCCc1c[nH]c2ccccc12,4.4%
CC(C)(C)OC(=O)N1CCC(c2c(C(=O)N3CCCCC3)cnn2-c2ccc(F)cc2)CC1,-5.6%
Cc1ccc([C@@H]2CN(C(=O)CCc3c(C)nn(C)c3C)C[C@H]2N(C)C)cc1,-6.0%
COc1ccc(-n2cnc3c2NC(=O)CC3c2cccnc2)c(OC)c1 (centres undefined),?
NC(=O)CCN(C(=O)c1cccc(Cl)c1)c1ccc(F)cc1,17.0%
Cc1cc(Cl)nc(-n2nc(C)cc2C)n1,?
Cc1ccc(NC(=O)N2CCc3[nH]c4ccc(F)cc4c3C2)cc1C,?
O=C(c1cnccn1)N1CC[C@H]2COC(=O)N2c2cc(F)ccc2C1,5.3%[86.2 µM]
O=C(O)CC(NC(=O)c1ccccc1F)c1ccc(OC2CCCC2)cc1 (centres undefined),-4.4%
COc1ccccc1CC(=O)N1CCC(n2cc(-c3nc(-c4ccccc4)no3)nn2)CC1,-0.1%
CCOc1ccc(NC(=O)Nc2nnc(N3CCCCC3)s2)cc1,11.5%
COc1ccc(F)c(-c2nc(CN(C)CC3(CO)CC3)c(C)o2)c1,-7.3%
CN1[C@@H](CCC(=O)N2CCC(O)CC2)CNC(=O)[C@@H]2[C@H]1CCN2Cc1cccc(OC(F)(F)F)c1,-13.5%
CC(C)NC(=O)N1CC(C(=O)NCc2ccc3c(c2)OCO3)CC(c2ccccc2)C1 (centres undefined),-9.7%
Cc1cc(NC(=O)CSc2nc3c([nH]c4ccccc43)c(=O)n2-c2cccc(Cl)c2)no1,?
O=C(O)CCN1C(=O)c2ccc(NC(=O)C(c3ccccc3)c3ccccc3)cc2C1=O,?
Cc1cccc(OCC(=O)N(Cc2ccccc2)c2ccccn2)c1,-11.1%
CCC(C)NS(=O)(=O)c1cccc2cc(C)cnc12 (centres undefined),9.1%
CCc1noc(-c2cn(C3CCN(C(=O)c4ccc(C#N)cc4)CC3)nn2)n1,10.0%
Cc1ccc(CNC(=O)c2ccc3nc(-c4ccccc4)c(-c4ccccc4)nc3c2)cc1,20.3%
COc1ccc(-c2cc(N3CCCC(NC(=O)C4CCN(C(C)=O)CC4)C3)n[nH]2)cc1 (centres undefined),?
Cc1c(C)n(C)c2ccc(C(=O)NCCCN3CCCCC3)cc12,-18.1%
CCn1ccc(C(=O)N2C[C@@H](Oc3cccnc3)C[C@@H]2C(=O)NCCOC)n1,12.0%
O=C(Nn1cnnc1)c1ccc([N+](=O)[O-])cc1Cl,-2.2%
Cc1cccc(NC(=O)Nc2ccccn2)c1C,17.7%
NC(=O)C1CCN(C(=O)C[C@@H]2CCNC[C@@H]2Cc2cc(COc3ccccc3)on2)CC1,8.0%
CCOC(=O)C1=C(C)Nc2nc(SCc3ccccc3)nn2C1c1ccc(C)cc1 (centres undefined),-7.7%
CC(=O)Nc1ccc(CC(=O)N2CCc3c(c(-c4nncn4CC4CC4)nn3C)C2)cc1,-14.9%
CC(C)c1ccc(CNc2ncncc2-c2nc(-c3ccccc3)no2)cc1,?
CN(C)CCn1c(=O)n(CCO)c(=O)c2c3c(sc21)COC(C)(C)C3,18.4%
COc1ccc(Cl)cc1NC(=O)c1cc(=O)c2ccccc2o1,19.8%
Cc1cccc(NC(=O)Cn2c(=O)n(CCC(=O)N3CCc4ccccc4C3)c(=O)c3ccccc32)c1,-21.5%
O=C(NCc1ccc(OC(F)(F)F)cc1)c1n[nH]c(=O)c2ccccc12,26.1%
O=C(c1ccc(C(F)(F)F)cc1)N1CC2CC(C1)[C@H]1CCCC(=O)N1C2 (some centres undefined),-11.3%
Cc1nn(-c2nc3ccccc3o2)c2c1C(c1cccc(Cl)c1Cl)CC(=O)N2 (centres undefined),18.7%
CCN1c2cc(C(=O)Nc3ccc(F)cc3F)ccc2C(=O)N2CCCCCC21 (centres undefined),?
Cc1ncoc1C(=O)N1CCc2nnc([C@@H]3C[C@@H](O)CN3C(C)C)n2CC1,?
N#Cc1ccccc1Sc1ccccc1C(=O)Oc1ccc(Cl)cc1Cc1ccccc1,-2.3%
Cc1cccc(C)c1NC(=O)N1CCC(n2cc(-c3cccnc3)nn2)CC1,-6.2%
C=CCn1c(CCC(O)COCCCCC)n[nH]c1=S (centres undefined),17.9%
CC(=O)Nc1cccc(C(C)NC(=O)Nc2ccccc2SC2CCCC2)c1 (centres undefined),-10.3%
O=C(CCc1nnc2ccc(NCc3ccccc3Cl)nn12)Nc1cccnc1,5.7%
CCOc1ccc(CC(=O)NC2CCN(c3cc(-c4cccs4)[nH]n3)C2)cc1OCC (centres undefined),?
CCCCNc1nc(Oc2ccc(=O)n(-c3ccccc3)n2)nc(N(C)C)n1,2.9%
COc1cccc(CNC(=O)Cn2c(=O)nc3n2C(=O)N(c2ccccc2)C3)c1,-10.0%
CCc1ccc(OCC(=O)c2ccc3c(c2)N(CCCC(=O)NCC2CCCO2)C(=O)CO3)cc1 (centres undefined),0.9%
C=CCNC(=O)C(NC(=O)c1ccc2c(c1)OCO2)C1CCN(C(=O)c2ccc(OC)cc2)CC1 (centres undefined),-32.3%
Cc1cc(C)cc(NC(=O)CCCc2nc(-c3ccco3)no2)c1,-18.7%
CC(C)c1ccc(NC(=O)O[C@@H]2CO[C@H]3[C@@H]2OC[C@@H]3NC(=O)Nc2cccc(C#N)c2)cc1,-1.7%
COc1cc(C(=O)Oc2ccc3c(c2)O/C(=C\c2ccc(C(C)(C)C)cc2)C3=O)cc(OC)c1OC,-8.4%
CCc1ccc(NC(=O)CN2C(=O)C(=O)c3ccccc32)cc1,-16.2%
O=C(CN1CC2CC(C1)[C@H]1CCCC(=O)N1C2)NCCCN1CCCCC1 (some centres undefined),-14.7%
CN1CCN(C(=O)[C@@H]2CCC[C@@H](NC(=O)c3nc4ccccc4s3)CN(C)C(=O)C2)CC1,-15.8%
CC1CCN(S(=O)(=O)c2cn(CC(=O)Nc3cccc(C(F)(F)F)c3)c(=O)c3ccccc23)CC1,?
CCOC(=O)c1cnc2c(Cl)cccc2c1Nc1ccccc1OCC,-19.8%
O=C1NC2(CCN(CC3CCCCC3)C2)Oc2ccccc21 (centres undefined),-6.9%[86.2 µM]

# The listing continues.
SMILES,KDM5B inh
CCCn1c(-c2ccc(OC)cc2)nc2c(=O)n(C)c(=O)[nH]c21,?
COCCNc1ccc(-c2noc([C@@H]3CCCN3C3CCC3)n2)cn1,-3.4%[86.2 µM]
COc1ccccc1OCc1nc2ccccc2n1Cc1ccccc1,12.1%
Cc1oc2cc3oc(=O)c(CCC(=O)NCCc4ccccc4F)c(C)c3cc2c1C,?
COCCN1CC(CO)C2(CCN(C(=O)Cc3ccccc3)CC2)C1 (centres undefined),?
CN1CCN(C(=O)c2ccnc(-c3nnc4ccc(N(C)c5ccccc5)nn34)c2)CC1,-12.5%[86.2 µM]
O=C(Nc1cccc(Cl)c1)C1CCCN(c2ncnc3c2nc2n3CCCCC2)C1 (centres undefined),?
O=C(Nc1ccc(S(=O)(=O)Nc2ncccn2)cc1)C1=NN(c2ccccc2)C(=O)CC1,?
COC(=O)N(C)C(C)c1cccs1 (centres undefined),-13.0%[115 µM]
CC(C)CN(C(=O)CSc1nc(CN2CCOCC2)nc2ccccc12)C1CCS(=O)(=O)C1 (centres undefined),12.2%
COCCn1c(=O)c2c(n1Cc1ccccc1)CN(C(=O)c1cccc(C#N)c1)CC2,-13.4%[86.2 µM]
NC(=O)COc1ccc(NC(=O)Cn2ncc3ccccc3c2=O)cc1,16.7%
CN(C)CCCn1c(=S)[nH]c2sc3c(c2c1=O)CCCC3,?
COCc1cc(C[C@@H]2CC[C@H](O)[C@@H](CNCc3ccc(Cl)cc3)O2)no1,102.2%[activator][86.2 µM]
CN(Cc1ccco1)C(=O)c1cc(-c2ccncc2)nc2ccccc12,5.7%
c1cncc(-c2nc(NC3CC3)c3ccccc3n2)c1,0.5%
COc1ccc(Nc2cnc3ccc(N(C)Cc4cccnc4)nn23)cc1,?
CCCNC(=O)c1cc(-c2cccnc2)nc2ccccc12,11.7%
COc1ccc(NC(=O)C2=NN(c3ccccc3)C(=O)CC2)cn1,-13.6%
COc1cccc(Cn2c(=O)n(-c3cccc(Cl)c3C)c(=O)c3c4c(sc32)CN(C(C)=O)CC4)c1,-5.0%
COc1nc2c(cc1CNC(=O)c1ccn[nH]1)C(=O)N(CCc1ccccn1)C2,12.2%
COCC1CN(C(C)=O)CC12CCN(C(=O)NCc1ccc(C)cc1)CC2 (centres undefined),-23.2%
CCC[C@@H]1CN(C(=O)CCn2cc(Cl)cn2)C[C@H]1C(=O)O,49.2%
CCOC(=O)c1ccc(N2C(=O)Cc3ccccc3C2=O)cc1,?
CC(C)(C)C(=O)/C=c1/[nH]c(=O)/c(=C/c2ccc(F)cc2F)s1,24.3%
O=C(Cn1ccn2nc(-c3ccc(F)cc3)c(CO)c2c1=O)N1CCCC1,-31.3%
O=S(=O)(NCc1ccccc1Cn1cccn1)c1ccc(F)cc1F,12.3%
CN1CCN(c2nc3c(c(=O)[nH]2)CCN(Cc2cn(C)c4ccccc24)CC3)CC1,-6.2%
COc1cccc(N2C(=O)[C@@H]3C[C@@H](NC(=O)C4CCN(c5nccc(C(F)(F)F)n5)CC4)CCN3C2=O)c1,?
O=C1c2c(nc(COc3cccc(N4CCOCC4)c3)n2Cc2ccccc2)NCCN1CC1CC1,-18.6%
COc1cccc(N2CC(C(=O)N3CCC(C(=O)N4CCOCC4)C3)NC2=O)c1 (centres undefined),-17.1%
C=CCN1C[C@@H]2CN(C(=O)c3cccc(Cl)c3C)C[C@]2(C(=O)O)C1,22.5%
CCOC(=O)c1c(S(=O)(=O)NCC(=O)N(C)Cc2ccccc2)c(C)n(C)c1C,-18.5%
CC(=O)N[C@H]1CO[C@H]2[C@@H]1OC[C@H]2OCC(N)=O,-9.0%[115 µM]
CC(C)(C)c1nnc(NC(=O)C2CC(=O)N(CCc3ccc(F)cc3)C2)s1 (centres undefined),-35.8%
CN1CCN(Cc2nc(C3(O)CCN(Cc4ccccc4F)CC3)cs2)CC1,?
CN(C)C(=O)CN1CCN(C(=O)c2cc(-c3cccnc3)nc3ccccc23)CC1,1.0%
COc1ccc(NC(=O)N2CCC(Oc3ccc(-c4noc(C5CC5)n4)cc3)C2)cc1 (centres undefined),12.3%
CN(Cc1cc2n(n1)CCCNC2)CC1COCCO1 (centres undefined),4.3%
COc1ccc(Cl)cc1Nc1sc(C(=O)c2ccccc2)c(N)c1C(=O)Nc1ccccc1,?
O=C(/C=C/c1cccc(C(F)(F)F)c1)N1CCN(C(=O)C2CC2)CC1,1.9%
COc1cccc(CC(=O)N2CCN(c3cc(-c4ccc(Cl)cc4)[nH]n3)CC2)c1,?
COc1ccc(CC(=O)Nc2cc(C)ccn2)cc1OC,24.6%
O=c1c(N2CCN(Cc3ccccc3)CC2)csc2ccc(Cl)cc12,?
O=C(NC(C(=O)N1CCCC1)C1CCN(C(=O)c2ccccc2)CC1)c1ccc(F)cc1 (centres undefined),-4.6%
O=C(c1ccccc1F)N1CCC2(CC1)N=C(c1ccccc1)NO2,-7.2%
Cc1cccc(-c2nc3scc(CCNS(=O)(=O)c4ccc(F)c(C(F)(F)F)c4)n3n2)c1,4.1%
Cc1cc(N2CCN(Cc3nc(C(C)C)no3)CC2)nc(C(C)C)n1,3.5%
C=CCOc1cccc(NC(C)=O)c1,-2.0%
O=c1n(-c2ccc([N+](=O)[O-])cc2)nc2n1CCN(Cc1ccsc1)C2,?
CC1(c2ccccc2)N(Cc2ccccc2F)C(=O)OC12CCN(C(=O)CCc1ccccn1)CC2 (centres undefined),6.3%
COc1ccc(OC)c(C(=O)CN2C(=O)N(c3ccc(C)cc3)S(=O)(=O)c3ccccc32)c1,?
CC(C)NC(NC(=O)c1cccs1)C(Cl)(Cl)Cl (centres undefined),-5.6%
O=S(=O)(c1cccc(F)c1)N1CC[C@@H]2COCCN(Cc3ccccc3)[C@@H]2C1,?
CN(C)c1nc(N)c([N+](=O)[O-])c(NCC2CCCO2)n1 (centres undefined),-0.3%
COc1cccc(/C=N/O)c1O,-29.0%
Cc1ccc(S(=O)(=O)C2(C(=O)Nc3ccc(C)c(Cl)c3)CC2)cc1,?
O=C(COc1ccc(F)cc1F)NC1CCCN(c2ncccn2)C1 (centres undefined),318.9%[activator]
